Compound activity (PubChem BioAssay)
PGE2 EP2 inh: blocks the human prostaglandin E2 receptor EP2; P43116; inhibition, % at 25 µM; C6 glioma cells expressing human EP2, cAMP TR-FRET; cells stimulated with saturating PGE2; 260,000 tested, 0.52% active;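 active = percent inhibition above 40 after rounding to a whole number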;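 also: rat C6 glioma host cells with rolipram phosphodiesterase inhibitor present; the protocol text gives 20 µM as final concentration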
Target sequence (P43116 whole entry, looked up): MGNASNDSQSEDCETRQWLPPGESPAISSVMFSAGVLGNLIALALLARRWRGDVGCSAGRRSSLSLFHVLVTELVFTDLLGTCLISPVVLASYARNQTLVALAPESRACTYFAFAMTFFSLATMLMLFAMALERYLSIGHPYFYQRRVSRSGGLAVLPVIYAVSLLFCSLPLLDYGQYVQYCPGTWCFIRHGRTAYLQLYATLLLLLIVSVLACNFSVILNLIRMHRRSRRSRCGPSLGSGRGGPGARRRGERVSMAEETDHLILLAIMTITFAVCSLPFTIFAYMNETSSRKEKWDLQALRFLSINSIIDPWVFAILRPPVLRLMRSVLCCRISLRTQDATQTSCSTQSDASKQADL
Calpain2 inh: inhibitors of pig calpain II. inhibition, % at 16 µM. purified calpain II, fluorogenic peptide substrate, 30 min. 220,000 tested, 0.37% active;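 active = inhibition above about 50%, limit read from the data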
TbHK1 inh: blocks Trypanosoma brucei hexokinase 1 activity. inhibition, % at 10 µM. recombinant TbHK1, G6PDH-coupled NADH A340. AID 1430. 220,000 tested, 0.11% active;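 active = inhibition of 50% or more in the single-dose primary screen; inactive = inhibition below 50%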
Hck-Nef inh: blocks Nef-activated human Hck kinase. Recombinant Hck-YEEI plus Nef, Z-Lyte FRET kinase assay. inhibition, % at 20 µM. 220,000 tested, 0.68% active. AID 463187;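 active = Hck-Nef kinase inhibition above about 50%, limit read from the data; inactive = inhibition below that limit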;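 also: 0% = DMSO with Hck plus Nef and 100% = Hck alone without Nef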
Target sequence (P08631 whole entry, looked up): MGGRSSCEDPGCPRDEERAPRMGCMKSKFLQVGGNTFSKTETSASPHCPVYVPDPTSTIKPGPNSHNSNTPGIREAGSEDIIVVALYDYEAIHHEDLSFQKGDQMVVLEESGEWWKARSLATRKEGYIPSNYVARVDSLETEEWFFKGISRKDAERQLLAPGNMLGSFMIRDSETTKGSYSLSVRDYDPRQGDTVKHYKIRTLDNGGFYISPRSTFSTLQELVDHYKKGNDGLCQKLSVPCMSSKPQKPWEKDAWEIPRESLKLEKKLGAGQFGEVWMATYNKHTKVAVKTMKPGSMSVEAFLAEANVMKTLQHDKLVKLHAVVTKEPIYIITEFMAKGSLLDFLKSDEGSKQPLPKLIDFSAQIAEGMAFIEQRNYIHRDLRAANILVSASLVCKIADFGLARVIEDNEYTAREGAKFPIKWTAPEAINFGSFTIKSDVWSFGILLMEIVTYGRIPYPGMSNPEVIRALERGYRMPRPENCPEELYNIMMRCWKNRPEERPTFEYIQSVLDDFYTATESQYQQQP
14-3-3 Bad PPI: disrupts binding of bovine 14-3-3 zeta to phospho-Bad peptide | inhibition, % at 21.7 µM | TR-FRET 14-3-3zeta/Dy647-pBad peptide displacement, 1 h | 220,000 tested, 0.71% active;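 active = inhibition above about 70%, limit read from the data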;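 also: 0% = full 14-3-3 plus peptide FRET controls and 100% = background without 14-3-3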
L929 necroptosis: blocks zVAD induced death of L929 cells. L929 zVAD necroptosis rescue, ATP luminescence, 24 h; with zVAD 60 µM. viability rescue, % at 10 µM. 220,000 tested, 0.38% active. AID 1377;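 active = activation, scaled between plate controls, above about 75%, limit read from the data; inactive = activation under that limit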;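 also: 0% = zVAD with DMSO and 100% = DMSO alone without zVAD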
EP2 mod: modulators of human EP2 prostaglandin E2 receptor. AID 940. EP2-expressing cells, cAMP HTRF FRET, PGE2 co-stimulation. induction, % at 25 µM. 260,000 tested, 0.83% active;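 active = compounds whose cAMP rise, as percent of the full-agonist control response, exceeds 60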;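 also: rat C6 glioma line stably carrying human EP2 under a CMV promoter; the protocol text gives 20 µM as final concentration; 100% = response of wells given 1 µM PGE2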
Rad51 HR inh: blocks human Rad51 in homologous recombination. Q06609. hRad51 DNA strand exchange, fluorescence dequenching. inhibition, % at 10 µM. 200,000 tested, 0.085% active;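 active = inhibition above 40% at the single screening dose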;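 also: 0% = DMSO control wells and 100% = blanks with heterologous ssDNA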
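material = hRad51 filaments on single-stranded DNA | timing = filaments 15 min 37 °C, then compound 30 min | signal = FRET fluorescence dequenching, excitation 485 nm, emission 520 nm | benchmarks = control wells and blank wells on each plate | evaluation = percent inhibition relative to plate controls and blanks | compound = 10 µM final, single point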
eIF4E 4G PPI: inhibitors of eIF4E and eIF4G interaction in translation initiation; P63073+Q04637; TR-FRET eIF4E-eIF4GI(517-606) binding, 2 h; inhibition, % at 21.7 µM; 220,000 tested, 0.37% active; AID 782;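 active = inhibition above about 30%, limit read from the data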;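 also: 0% = full FRET control wells and 100% = background wells lacking eIF4GI fragment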
An asterisk follows results filed as active; i = inactive; . = not tested or not shown; & = joins results of further samples; [ ] = remark or other dose.

SMILES	PGE2 EP2 inh	Calpain2 inh	TbHK1 inh	Hck-Nef inh	14-3-3 Bad PPI	L929 necroptosis	EP2 mod	Rad51 HR inh	eIF4E 4G PPI
Cc1ccc(CNC(=O)CCCn2c(=O)c3ccccc3n(CC(=O)NCc3ccco3)c2=O)cc1	6.6	-8.7	7.5	11.3	26.6	0.3	12.9	0.5	3.2
CCOC(=O)C1CCN(Cc2cn[nH]c2-c2ccc(C)cc2)CC1	4.7	-3.6	4.9	2.8	41.9	1.3	-4.5	-0.3	5.3
COC(=O)c1ccc(CON2C(=O)c3ccccc3C2=O)cc1	15.0	-18.4	1.9	1.0	-3.3	1.0	5.7	-3.8	-0.8
CCn1c2ccccc2c2cc(/C=N/O)ccc21	4.2	-78.1	0.9	26.4	-12.9	7.3	40.5	-3.6	-3.9
CC(=O)c1cccc(NC(=S)NCCc2ccc(F)cc2)c1	5.3	4.9	-3.3	17.6	-4.8	-0.8	-40.0	.	-1.3
COc1cc([N+](=O)[O-])ccc1NC(=S)Nc1cc(C(=O)OC(C)C)cc(C(=O)OC(C)C)c1	7.4	7.4	-15.3	-1.2	-4.6	2.3	6.7	1.8	5.8
CCc1cc(=O)n2c([nH]c3ccccc32)c1C#N	14.9	-484.6	-13.2	5.8	7.7	0.1	-22.5	3.3	-5.6
CSc1nc2ccccc2cc1/C=C(\C#N)c1ccc(Cl)c(Cl)c1	7.7	-23.9	-9.5	0.1	1.3	-0.1	17.5	1.2	4.6
COc1ccc(-c2nnc(NC(=O)CSc3ccccc3)s2)cc1OC	6.0	-52.4	-9.5	6.6	18.2	2.5	11.3	-1.5	-2.5
CCN(C(=O)COC(=O)C(Cc1ccccc1)N1C(=O)c2ccccc2C1=O)C1CCS(=O)(=O)C1 (stereo not given)	20.6	-0.6	6.1	-0.1	-13.9	2.0	-15.1	-4.3	1.7
C/C(=N/NS(=O)(=O)c1ccccc1)c1ccc(NC(=O)C2CC2)cc1	3.8	-35.2	-11.3	3.7	-18.0	-0.5	25.8	32.9	-0.2
c1ccc(Cn2nnc3cnccc32)cc1	13.2&4.3	18.1	-5.1	-1.9	5.5	1.4	-18.5&-35.2	2.8	2.0
COc1ccc(NS(=O)(=O)c2ccc(N/N=C(\C)c3ccncc3)c([N+](=O)[O-])c2)cc1	2.5	-24.1	-10.0	6.0	-7.3[fluorescence artefact?]	-0.1	-51.4	19.3	9.6
C/C(=N\NC(=O)CCCNc1cccc(C)c1)c1ccncc1	5.3	11.7	-0.4	23.4	-8.9	8.1	-31.8	3.2	0.6
Cc1ccc(NC(=O)c2ccc(NCCN)c([N+](=O)[O-])c2)cc1Cl	12.0	-5.3	3.6	1.0	-8.4	2.1	-55.1	4.4	14.2[fluorescence artefact?]
COc1ccc(N(C(=O)c2cccnc2)S(=O)(=O)c2cccc([N+](=O)[O-])c2)cc1	8.8	5.4	1.9	16.5	-10.3	0.9	-1.8	-0.7	-0.1
CN(C(=O)Cc1noc2ccccc12)c1ccccc1	4.8	-1.5	-3.1	-2.8	-1.9	.	2.8	.	2.2[fluorescence artefact?]
O=C1c2ccccc2C(=O)c2c(NCCCN(CCO)CCO)cccc21	15.8	6.7	6.8	-4.3	-27.5	50.5	-77.0	38.0	2.8
Cc1cccc(CN2CCN(C3CCCC3)C(CCO)C2)n1 (stereo not given)	0.2	7.4	7.4	16.6	15.2	0.1	-16.7	-13.1	0.2
Cc1cc(C)cc(N(CC(=O)NCCSCc2ccccc2)S(C)(=O)=O)c1	7.0	17.9	6.4	19.5	3.7	0.1	-22.1	-4.8	1.0
CN1C(=S)N(c2cccnc2)C(=O)/C1=C\c1ccc(N(C)C)cc1	7.0	-0.4	-10.7	41.4	79.3*	1.3	-4.5	-135.8	16.9
O=C1CC(C2CCCO2)C(=O)N1c1cccc(Cl)c1 (stereo not given)	5.1	0.3	3.6	2.2	-3.5	-0.1	3.7	11.1	-6.7[fluorescence artefact?]
N#C/C(=C\c1ccc(-c2ccc(C(=O)O)cc2)o1)C(=O)NCC1CCCO1 (stereo not given)	10.3	-34.2	3.7	4.9	9.1[fluorescence artefact?]	0.5	7.5	-6.6	4.2
Cn1c(N2CCC(C(N)=O)CC2)nc2c1c(=O)n(Cc1ccc(Br)cc1)c(=O)n2C	9.6	.	-4.1	2.3	.	-0.6	.	-4.5	.
Cc1cc2ccccn2c1C(C[N+](=O)[O-])c1ccc(N(C)C)cc1 (stereo not given)	13.6	-32.7	-15.3	6.2	-10.3	-0.6	-36.3	5.3	-5.1[fluorescence artefact?]

Remaining list, next part
SMILES	PGE2 EP2 inh	Calpain2 inh	TbHK1 inh	Hck-Nef inh	14-3-3 Bad PPI	L929 necroptosis	EP2 mod	Rad51 HR inh	eIF4E 4G PPI
Cc1cc(N)n(-c2ccc3ccccc3c2)n1	5.8	8.3	-0.6	0.2	8.7	-0.1	-29.5	-2.7	-1.5[fluorescence artefact?]
Cc1nc([N+](=O)[O-])c(SCC(O)CCl)n1Cc1ccc(Cl)cc1 (stereo not given)	8.4&6.4	-10.7	-16.9	20.8	-7.1	8.0	-69.4&-52.2	-66.3	-1.2
COc1ccccc1NC(=S)N(CCCN(C)C)Cc1cc2cc3c(cc2[nH]c1=O)OCO3	5.9	-91.7	-27.8	15.8	-10.8	9.8	-6.8	-30.2	0.1
Cc1cc(NCCCn2ccnc2)n2nc(-c3ccc(Cl)cc3)cc2n1	13.8&4.9	-25.1	2.5	24.3	2.7	1.8	-30.0&-63.1	5.9	7.5
O=C(Nc1ccc(N2CCCC2)cc1)c1cccc(-c2cc3ccccc3oc2=O)c1	31.3	-68.6	-9.8	1.1	16.2[fluorescence artefact?]	3.9	29.3	-3.4	2.2
CCCc1cc(=O)oc2c(C)c(O)c(CN3CCCCC3)cc12	3.8	i	-16.7	31.0	.	0.1	-20.5	-4.8	.
COc1cc(CNCCCN2CCOCC2)ccc1OCC(=O)NC(C)(C)C	6.8	-18.8	-2.0	-27.5	6.8	2.3	12.7	-2.7	3.1
CCCN(CCC)CC(O)CN(c1cc([N+](=O)[O-])ccc1OC)S(=O)(=O)c1ccccc1 (stereo not given)	.	4.7	-8.8	-1.6	22.8	0.0	7.2	.	5.9
CC(=O)NC/C(C)=N\Nc1ccc([N+](=O)[O-])cc1	4.9	30.2	-2.9	15.5	4.6	0.1	-29.7	-188.6	0.5
O=C(Cc1coc(-c2ccc(F)cc2)n1)NC1CCCCC1	16.8	-35.0	6.1	1.9	-5.9	1.2	9.6	-5.1	3.8
COc1cccc(NC(=O)CSc2nnc(-c3cccs3)n2C)c1	16.2&15.2	10.8	5.5	-0.6	2.3[fluorescence artefact?]	0.0	-15.6&-13.2	-6.7	-6.5
COc1cc(NC(=O)C/C(C)=N/NC(=O)C(=O)NC2CCCCC2)c(OC)cc1Cl	0.1	25.0	-5.8	-9.9	23.2	0.6	-26.9	.	-1.0
Oc1c(C(c2cccs2)N2CCOCC2)sc2ncnn12 (stereo not given)	8.7	-29.4	-7.1	1.0	4.2	1.6	-0.2	-6.2	1.3
O=c1[nH]cc(N(CCO)CCO)c(=O)[nH]1	11.3	-4.5	6.8	14.6	0.2	0.1	-18.4	.	93.9*
Cc1ccc2nc(N(CCCN(C)C)C(=O)CN3C(=O)c4ccccc4C3=O)sc2c1	6.0	-36.6	5.2	-0.8	-11.9	1.2	-39.5	9.8	-3.4
CCN1CCN(Cc2c(O)ccc3c(=O)c(-c4ccc(OC)c(OC)c4)c(C(F)(F)F)oc23)CC1	7.4	-13.8	9.0	-2.6	-6.5	-0.3	0.2	8.7	4.7
CC(Cl)C(=O)Nc1ncc(C(F)(F)F)cc1Cl (stereo not given)	8.3	-14.5	-2.6	6.4	2.2	0.1	9.9	2.6	6.4
O=C(Nc1nc2ccc(F)cc2s1)C1=NN(c2ccccc2)C(=O)CC1	5.8	-41.6	-0.5	5.4	2.2	1.5	-19.2	-6.2	1.3
CCN1CCN(C(=O)CN(Cc2ccccc2)S(C)(=O)=O)CC1	13.0	-15.2	6.4	0.3	-2.5	-0.1	-5.0	-8.1	-1.2
CCC(C(=O)O)N1C(=O)C2CCCCC2C1=O (stereo not given)	7.3	15.4	-3.6	5.2	-4.2	0.0	4.4	-1.8	0.9
O=[N+]([O-])/C=C/c1cc2ccccc2[nH]1	34.0&11.1	-8.4	-14.3	25.9	1.9	-1.1	-84.3&-24.6	15.4	-0.5
COc1ccc(/C=C/c2nc3ccccc3n2C)cc1	7.0	-26.9	-23.3	-14.0	-8.3	-0.5	-27.3	25.9	-2.4
COc1ccc(-c2nc(SCC(=O)NC3CCCC3)c(-c3ccc(OC)cc3)[nH]2)cc1	5.3	-17.4	-1.0	-10.5	0.5	.	6.8	.	-5.4
COC(=O)CCN(C(C)=O)c1ccc(N)cc1	10.4	-11.6	6.3	2.7	5.3	-0.3	11.9	-8.8	0.6[fluorescence artefact?]
COCCOC(=O)C1=C(C)NC(=O)NC1c1ccc(-c2ccc(F)cc2)o1 (stereo not given)	7.5	-6.1	-5.2	19.2	-5.5	0.7	-75.7	2.6	-1.6

Looked up above.
Entry of CCCc1cc(=O)oc2c(C)c(O)c(CN3CCCCC3)cc12 under L929 necroptosis: 0.1
Entry of CN(C(=O)Cc1noc2ccccc12)c1ccccc1 under TbHK1 inh: -3.1

Structures from the list above that contain a COOH group, in the order listed:
SMILES	PGE2 EP2 inh	Calpain2 inh	TbHK1 inh	Hck-Nef inh	14-3-3 Bad PPI	L929 necroptosis	EP2 mod	Rad51 HR inh	eIF4E 4G PPI
N#C/C(=C\c1ccc(-c2ccc(C(=O)O)cc2)o1)C(=O)NCC1CCCO1 (stereo not given)	10.3	-34.2	3.7	4.9	9.1[fluorescence artefact?]	0.5	7.5	-6.6	4.2
CCC(C(=O)O)N1C(=O)C2CCCCC2C1=O (stereo not given)	7.3	15.4	-3.6	5.2	-4.2	0.0	4.4	-1.8	0.9

(further entries)
SMILES	PGE2 EP2 inh	Calpain2 inh	TbHK1 inh	Hck-Nef inh	14-3-3 Bad PPI	L929 necroptosis	EP2 mod	Rad51 HR inh	eIF4E 4G PPI
CO/N=C/C(=N\Nc1cc(OC)cc(OC)c1)C(=O)c1ccccc1	0.4	-20.1	-7.6	31.1	-8.8	-0.6	32.7	29.2	-0.9
CCC(Sc1nc(N)cc(=O)[nH]1)C(=O)Nc1cc(C)on1 (stereo not given)	8.7	-44.7	1.2	21.5	-6.6	4.9	24.5	-1.0	-3.4
COC(=O)c1ccc(Cn2nc([N+](=O)[O-])c(Br)c2C)cc1	6.1	-2.8	-4.8	2.5	2.2	-0.1	-35.3	-12.6	1.8
Cc1cccc(NC(=O)CSc2nnc(-c3ccccc3)n2N)c1	4.8	-34.3	-0.9	2.7	-7.2[fluorescence artefact?]	1.4	9.3	-0.2	-9.1[fluorescence artefact?]
O=C(c1ccco1)N1CCN(c2ccc([N+](=O)[O-])c(N3CCOCC3)c2)CC1	6.9	-23.8	-6.7	28.6	-10.5	0.6	1.9	21.1	-0.1
CN(C)c1ccc(/C=N/NC(=O)c2ccccc2)cc1	6.4	27.8	-45.8	-32.9	-14.8	4.1	-45.9	6.9	3.2
Cc1ccc(NC(=O)c2ccc(Nc3c([N+](=O)[O-])cc([N+](=O)[O-])cc3[N+](=O)[O-])cc2)cc1	4.7	-20.9	22.1	2.9	-4.9[fluorescence artefact?]	60.0	-70.4	.	1.0
N#Cc1c2c(c(-c3ccccc3Cl)[nH]c1=S)CCCC2	15.6	9.7	0.9	-19.8	-17.5	-0.9	13.0	-35.5	1.3
CN(C)C1(CNC(=S)Nc2ccccc2C(F)(F)F)CCCCC1	6.9	-2.7	1.2	5.3	-7.7	-1.2	-10.1	.	-1.5
FC(F)Oc1ccc(-n2cc(-c3ccccc3)[n+]3c2CCCCC3)cc1	12.6	9.6	4.1	-1.9	3.0	0.0	16.7	.	-1.9

Some of the compounds tested; rates above refer to the full screens.
